TCR activator: Activators of T cell receptors: qHTS campaign. 330,000 tested, under 10 active. Potency, µM (doses to about 9.22 µM), without a hit: top-dose activation of IL-2 secretion, usual class: activators. primary human leukocytes, anti-CD3, IL-2 HTRF, 48 h; also: % of control where 0% means no effect
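Primary human leukocytes receive a-CD3 beads and test compound and are incubated 48 hr. Secreted IL-2 is then assayed by HTRF, measuring 665nm acceptor emission after 320nm excitation of the europium donor.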
Tb PFK block: qHTS Assay to Find Inhibitors of T. brucei phosphofructokinase; AID 485367, 2010; Potency, µM (top dose mostly 57.5 µM), for the others: top-dose activity, negative = inhibition, hits mostly inhibitors; T. brucei PFK, ADP-Glo luminescence; 330,000 compounds, 0.17% hits;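 also: potency is read from the fitted curve at half-maximal effect; 0% = uninhibited 1x PFK enzyme wells and -100% = no-enzyme wells; nearly all actives have a fitted effect of over 60% in size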
Target sequence (O15648 whole entry, looked up): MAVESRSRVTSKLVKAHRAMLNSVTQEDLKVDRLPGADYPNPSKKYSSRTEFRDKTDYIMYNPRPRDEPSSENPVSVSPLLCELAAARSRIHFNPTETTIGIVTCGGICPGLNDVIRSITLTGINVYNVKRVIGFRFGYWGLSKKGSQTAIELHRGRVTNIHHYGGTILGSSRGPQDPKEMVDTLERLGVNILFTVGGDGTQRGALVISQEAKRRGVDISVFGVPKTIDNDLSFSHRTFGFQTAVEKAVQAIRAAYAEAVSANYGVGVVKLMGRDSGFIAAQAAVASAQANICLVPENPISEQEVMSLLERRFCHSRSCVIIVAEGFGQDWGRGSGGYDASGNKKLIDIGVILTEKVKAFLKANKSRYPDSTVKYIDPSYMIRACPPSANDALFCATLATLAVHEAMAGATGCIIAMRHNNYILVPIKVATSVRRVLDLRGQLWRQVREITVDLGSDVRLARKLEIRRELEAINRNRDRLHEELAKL
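Luminescent ADP detection (ADP-Glo, two-step: ATP depletion then ADP-to-ATP conversion for luciferase) reported PFK activity after 45 min room-temperature reaction of 1.25 nM enzyme with 0.5 mM F6P and 0.1 mM ATP at pH 8.0.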
A-T KAP1 phos: qHTS Assay for Identifying a Potential Treatment of Ataxia-Telangiectasia | […] A-T fibroblasts, KAP-1 phosphorylation AlphaLISA; neocarzinostatin DNA damage 30 min before lysis | Potency, µM (titrated, usually from 57.5 µM), for the others: at the top dose activation, hits mostly activators | 320,000 compounds, 0.19% hits | AID 485349, 2010; also: potency is read from the fitted curve at half-maximal effect; % of control where 0% means no effect; nearly all actives have a fitted effect of over 45% in size
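ATM-like activity read as KAP-1 phosphorylation via AlphaLISA donor/acceptor antibody pairs after lysis and 6 hr at 25C. Cells were ATM-null patient fibroblasts ([…], hTERT), dosed 60 min, then exposed to the DSB inducer NCS for 30 min.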
Mito fusion act: qHTS Assay for Small Molecule Inhibitors of Mitochondrial Division or Activators of Mitochondrial Fusion; S. cerevisiae fusion-defective mutant growth rescue, CellTiterGlo 48 h; 320,000 compounds, 0.23% hits; Potency, µM (top dose mostly 46.1 µM), for the others: at the top dose growth rescue (activation), hits mostly activators;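 also: potency is read from the fitted curve at half-maximal effect; % of control where 0% means no effect; nearly all actives have a fitted effect of over 45% in size; temperature-sensitive fusion mutants such as fzo1-1 at 37 °C on non-fermentable ethanol glycerol medium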
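Growth-rescue viability read-out: after 48 h at the non-permissive 37C in glycerol/ethanol YPEG, yeast mitochondrial fusion mutants are measured by CellTiterGlo luminescence; compounds (23 nl pinned per well) restoring growth score as division inhibitors or fusion activators.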
Chronic BCR inh: qHTS Assay to Find Inhibitors of Chronic Active B-Cell Receptor Signaling; ABC-DLBCL IkBa-CBG/CBR reporter, luminescence ratio, 4 h; Potency, µM (titrated, usually from 46.1 µM), inactives show top-dose ratio change, negative = lower green/red ratio, hits mostly inhibitors; 340,000 compounds, 0.05% hits; AID 493014, 2011; active = well fitted inhibition curve with a large enough effect in the signal ratio, with a control signal flat, not every such curve was filed as active; inconclusive = small, poorly fitted or top-dose-only effect, or effect the other way, or a change in a side signal; the % refers to the signal ratio;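 also: potency is read from the fitted curve at half-maximal effect; plate controls were basal doxycycline-induced cells for no effect and cells given 10 µM MG132 for full effect; MG132 reads +100%, hits lower the ratio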
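TMD8 human ABC-DLBCL cells with doxycycline-inducible IκBα–green luciferase fusion and unfused red luciferase, in 0.5% FBS medium; compounds up to 46 uM, 4 h at 37C. Green/red luminescence ratio, filter-overlap corrected, fitted to concentration-response curves.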
ELG1 DNA repair: qHTS screen for small molecules that inhibit ELG1-dependent DNA repair in human embryonic kidney (HEK293T) cells expressing luciferase-tagged ELG1; HEK293T ELG1-luciferase reporter, luminescence, 16 h; DNA damage induced by 5-fluorouridine; Potency, µM (series often up to 46.1 µM), for the others: top-dose activity change, negative = inhibition, most hits filed as inhibitors; 330,000 compounds, 2.3% hits; AID 504467, 2011; also: potency is read from the fitted curve at half-maximal effect; % is scaled to controls: 0 for no effect and ±100 for the full control effect; nearly all actives have a fitted effect of over 55% in size
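Luminescence from the luciferase reporter, measured 30 min after ONE-Glo reagent at room temperature, was the read-out. Beforehand, 2,000 cells per well were exposed for 16 hr at 37 °C to 5-fluorouridine together with compound or vehicle.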
PTAP TSG101 blk: qHTS Assay for Iinhibitors of HIV-1 Budding by Blocking the Interaction of PTAP/TSG101. Tumor susceptibility gene 101 protein (Homo sapiens), Q99816. Fluorescence polarization, FITC-PTAP peptide / Tsg101 binding. Potency, µM (highest dose often 115 µM), for inactives: top-dose activity change, negative = inhibition, hits mostly inhibitors. 340,000 tested, under 10 active. AID 493005, 2010; active = well fitted inhibition curve with a large enough effect in the main read-out, with a control signal flat, not every such curve was filed as active; inconclusive = small, poorly fitted or top-dose-only effect, or effect the other way, or a change in a side signal; inactive = no such curve, though single readings can be large or run the other way; also: potency is read from the fitted curve at half-maximal effect; % of control where 0% means no effect
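Steps: Tsg101 binding domain dispensed (10 uM final), compounds pinned in DMSO, FITC-labeled PTAP-motif peptide added (50 nM final); after 20 min binding at room temperature, polarization measured.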
a7 integrin act: qHTS for Activators of Integrin-Mediated Alleviation for Muscular Dystrophy | Potency, µM (highest dose often 38.3 µM), for inactives: at the top dose activation, most hits filed as activators | 350,000 compounds, 0.064% hits | alpha7betagal myoblasts, beta-gal FDG fluorescence, 48 h;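 also: potency is read from the fitted curve at half-maximal effect; 100% = response of the positive control SU9516; nearly all actives have a fitted effect of over 60% in size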
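Alpha7betagal+/- myoblasts (passage 13) were plated 16-24 hr, then exposed to compounds (1:260 dilution of DMSO stock) for 48 hours at 37C. After MPER lysis, β-galactosidase reporter activity was read as FDG fluorescence (ex 480/em 540) after 30 minutes.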
ASM inhibitor: Inhibitors of Secretory Acid Sphingomyelinase (S-ASM): qHTS; placental ASM, HMU-PC fluorogenic substrate, 60 min; AID 504937, 2011; Sphingomyelin phosphodiesterase (Homo sapiens), P17405; Potency, µM (highest dose often 57.5 µM), without a hit: at the highest dose activity change, negative = inhibition, actives largely listed as inhibitors; 340,000 compounds, 0.006% hits; also: potency is read from the fitted curve at half-maximal effect
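Human placenta-derived ASM preincubated with compound 10 min at room temperature, then reacted with 9 uM (final) fluorogenic HMU-PC substrate for 60 min at 37 C. Stop solution raises pH to 10; fluorescence read at Ex 386/Em 447 nm.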
Eya2 inh: qHTS Assay for Inhibitors of the Phosphatase Activity of Eya2; recombinant Eya2, OMFP fluorescence dephosphorylation (OMFP is methylfluorescein phosphate); 330,000 compounds, 0.006% hits; Protein phosphatase EYA2 (Homo sapiens), O00167; Potency, µM (doses to about 76.9 µM), inactives show at the top dose activity, negative = inhibition, hits mostly inhibitors; also: potency is read from the fitted curve at half-maximal effect; % is scaled to controls: 0 for no effect and ±100 for the full control effect
Target sequence (O00167 whole entry, looked up): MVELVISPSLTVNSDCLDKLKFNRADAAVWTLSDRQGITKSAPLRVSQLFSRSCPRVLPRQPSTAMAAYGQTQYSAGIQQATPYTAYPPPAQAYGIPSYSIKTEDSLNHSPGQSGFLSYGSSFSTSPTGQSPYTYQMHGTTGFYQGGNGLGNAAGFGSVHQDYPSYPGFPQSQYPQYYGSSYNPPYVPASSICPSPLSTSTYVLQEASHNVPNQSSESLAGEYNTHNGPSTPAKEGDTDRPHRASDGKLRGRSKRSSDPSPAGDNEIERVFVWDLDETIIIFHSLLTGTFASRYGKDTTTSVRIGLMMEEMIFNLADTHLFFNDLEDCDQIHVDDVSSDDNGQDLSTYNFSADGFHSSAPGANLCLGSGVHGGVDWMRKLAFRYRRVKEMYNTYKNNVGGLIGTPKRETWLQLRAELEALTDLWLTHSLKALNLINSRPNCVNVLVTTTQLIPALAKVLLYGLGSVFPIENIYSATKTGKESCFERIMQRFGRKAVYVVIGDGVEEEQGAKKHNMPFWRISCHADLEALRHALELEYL
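Eya2 protein (added as 0.2 uM solution) was preincubated with compound for 10 min at ambient temperature in 50 mM HEPES pH 7.5, 50 mM NaCl, 5 uM MgCl2, 0.05% BSA, 1 mM DTT. OMFP (added at 50 uM) then reacted 10 min; fluorescence read at 485/525 nm.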
TSHR antag: Antagonists of the Thyroid Stimulating Hormone Receptor: HTS campaign; Thyrotropin receptor (Homo sapiens), P16473; TSHR-expressing cells, TSH-stimulated cAMP HTRF, 2 h; active compounds read low; activity change, negative = inhibition, % at 11.5 µM; 330,000 compounds, 0.2% hits;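 active = activity change below a set negative limit, meaning inhibition stronger than a set level, cut at about -70% in these data; inconclusive = activity change between two set negative limits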; also: % is scaled to controls: 0 for no effect and ±100 for the full control effect
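Read-out is FRET at 665 nm (cryptate excitation 337 nm) from a cryptate-tagged anti-cAMP antibody, competed by cell cAMP against cAMP-d2. Compounds are tested on freshly harvested TSHR cells challenged with 4nM TSH (EC80) for 2 hours at 37 deg C.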
Active calls of the source: *; ? = inconclusive; nt = no result given; [ ] = remark or other dose. Unless noted, calls follow the shape of the dose curve; as a rule, active = well fitted curve in the direction sought with a large enough effect; inconclusive = small, poorly fitted or top-dose-only effect, or another doubt; inactive = no such curve, though single readings can be large; an effect the other way counts as inactive or inconclusive.

Fields: TCR activator, Tb PFK block, A-T KAP1 phos, Mito fusion act, Chronic BCR inh, ELG1 DNA repair, PTAP TSG101 blk, a7 integrin act, ASM inhibitor, Eya2 inh, TSHR antag
(1) CC(=O)N(C)C1=C(O)c2ccccc2C(=O)C1=O
→ 7%, 1%, 2%, 1%, 2%, -1%, -3%, 16%, 3%, -1%, 5
(2) Cc1cccc(-c2nc3c(c(SCC(=O)N4CCOCC4)n2)COC(C)(C)C3)c1
→ 1%, 2%, -32%, -1%, 1%, -3%, -1%, -18%, 1%, 3%, 15
(3) CCC(C)NC(=O)c1ccc(NS(=O)(=O)c2ccc3[nH]c(=O)[nH]c3c2)cc1 (stereo not given)
→ 11%, 2%, 1%, 2%, 1%, ?, 1%, 0%, 3%, 2%, 4
(4) O=C(O)c1ccc2c(c1)C(=O)N(c1cccc3ccccc13)C2=O
→ 5%, -18%, -3%, -3%, -1%, -10%, -1%, 10%, 7%, -21%, 9
(5) Cc1c(NC(=O)C(C)OC(=O)c2c3c(nc4ccccc24)CCC3)c(=O)n(-c2ccccc2)n1C (stereo not given)
→ 3%[46.1 µM], -18%, 0%, -6%, 22%, ?, 0%, -6%, 12%, -3%, -4
(6) COc1ccc(CN2CCNC(=O)C2CC(=O)N(C)CC2CCOCC2)c(F)c1 (stereo not given)
→ 4%, -6%, 17%, 5%, 6%, 0%, -2%, 0%, 9%, 6%, 37
(7) CCc1ccc2[nH]c(=O)c(CN(CCCN3CCOCC3)C(=O)Nc3ccc(F)cc3)cc2c1
→ -5%, 0%, 0%, 2%, ?, ?, -4%, -23%, -3%, -18%, 0
(8) CN(C)S(=O)(=O)c1cccc(C(=O)OCC(=O)NCc2ccccc2)c1
→ -2%, -4%, 1%, -1%, 5%, 3%, -8%, 5%, 3%, 7%, 2
(9) Cc1ccc2cc(C)c(SCC(=O)Nc3ccc(S(=O)(=O)N4CCCC4)cc3)nc2c1
→ 2%, 0%, 14%, 1%, 0%, ?, -7%, 18%, 0%, 1%, -1
(10) O=C(Nc1ccc(S(=O)(=O)Nc2nccs2)cc1)c1cccc(F)c1
→ -2%, 0%, 9%, 7%, ?, 9%, 0%, ?, 3%, -8%, -5
(11) CCO[C@@H]1OC(C(=O)NC2CC2)=C[C@H](c2ccc(Br)cc2)[C@H]1CCCO
→ 2%, -1%, -6%, 1%, -2%, 6%, nt, 18%, 2%, -18%, -5
(12) Cc1ccc(S(=O)(=O)N/N=C/c2ccccc2O)cc1
→ 5%, -3%, 9%, -1%, -1%, -4%, -1%, -33%, -7%, -11%, -4
(13) c1ccc(-c2nc3ccccn3c2NC2CCCC2)nc1
→ -8%, -13%, 22%, -12%, ?, 6%, -4%, -29%, -3%, 1%, 10
(14) O=C(NC1CC1)c1ccc(N2CCCCC2)c([N+](=O)[O-])c1
→ 2%, 0%, 4%, 3%, ?, ?, -6%, ?, -10%, -10%, -15
(15) Cc1ccc(NC(=S)NN2CCOCC2)c(C)c1
→ -2%, 0%, -2%, -13%, -9%, 13%, -2%, 1%, 6%, -8%, 5
(16) CSc1ccc(CNC2CC2)cc1
→ 0%, -1%, 0%, 2%, -2%, -10%, -8%, 14%, 1%, 16%, 6
(17) CCCNC(=O)C(Cc1ccccc1)NC(=O)c1cccc([N+](=O)[O-])c1 (stereo not given)
→ -3%, 0%, 1%, 6%, -1%, 18%, -1%, -13%, 5%, -17%, 17
(18) CC(=O)c1cccc(NC(=O)C2C3C=CC(C3=C(c3ccccc3)c3ccccc3)C2C(=O)O)c1 (stereo not given)
→ -10%, 1%, 3%, 3%, 3%, 14%, 1%, -10%, 8%, 9%, -2
(19) CCC(Sc1ccc(Cl)cc1)C(=O)Nc1nnc(-c2cccc([N+](=O)[O-])c2)s1 (stereo not given)
→ -1%, -1%, -2%, -5%, ?, ?, -8%, 20%, -9%, -6%, -13
(20) Clc1ccccc1CO/N=C1\CCCc2nonc21
→ -6%, 11%, 2%, 15%, 18%, ?, -1%, 2%, 0%, -31%, -3
(21) COc1ccc(C(C(=O)NCc2ccccc2)N(Cc2ccco2)C(=O)c2snc(C(N)=O)c2N)cc1 (stereo not given)
→ 2%, 1%, 3%, -7%, -2%, 21µM*, 0%, -29%, 251%[activator], 23%, 11
(22) Nc1nonc1C(=O)N/N=C/c1ccncc1
→ -1%, -6%, -8%, 1%, 13%, -5%, -5%, 50%, -1%, 6%, 11
(23) CCn1c(=S)[nH]c2ccccc21
→ 4%, 2%, -4%, -10%, -28%, ?, -1%, -7%, 8%, 1%, 12
(24) CCc1ccccc1NC(=O)CN(C)C(=O)COC(=O)c1ccccc1Cl
→ 0%, -1%, -3%, 1%, -4%, 18%, 3%, -11%, 1%, -7%, -10
(25) O=C(COc1ccc2ccccc2c1)NNC(=O)c1ccccc1
→ 9%, 23%, -4%, 3%, 6%, -1%, 0%, 4%, -2%, 6%, 7
(26) CC1=C(C(=O)OC(C)C)C(c2c[nH]c3ccccc23)n2ncnc2N1 (stereo not given)
→ -4%, -1%, 4%, -2%, 6%, 2%, -2%, -18%, 133%[activator], 3%, -12
(27) COC(=O)[C@@H](NC(=O)N1CCN(c2cccc(C(F)(F)F)c2)CC1)C(C)C
→ 6%, 1%, -6%, -7%, 0%, ?, -2%, 18%, 3%, -13%, -5
(28) O=c1[nH][nH]c(C(F)(F)F)c1C=Nc1ccccc1
→ 0%, 1%, 4%, 0%, -1%, 9%, 0%, 8%, 1%, 6%, 19
(29) CCOc1ccccc1Nc1nnc(SCc2nnc(-c3cc(OC)c(OC)c(OC)c3)o2)s1
→ -6%[46.1 µM], 1%, -1%, 1%, 0%, 5.8µM*, -3%, -9%, -15%, -4%, -14
(30) CC1CCN(C(=O)c2ccccc2NC(=O)c2cccc(S(=O)(=O)N(C)C)c2)CC1
→ 1%, 1%, -1%, 0%, 0%, -2%, -4%, -4%, 1%, 6%, 5
(31) CC(C)CC(NC=C1C(=O)OC(C)(C)OC1=O)C(=O)O (stereo not given)
→ -4%, 0%, 12%, 8%, ?, 14%, -5%, 2%, 4%, -2%, 15
(32) COc1cc(C(=O)NCC2(N3CCCCC3)CCCCC2)ccc1OCC(=O)N1CCOCC1
→ -9%, 0%, -1%, -1%, 0%, 3%, 0%, 0%, -2%, -1%, -4
(33) Cc1ccccc1NC(=O)COC(=O)c1ccc(S(=O)(=O)N2CCCC2)cc1
→ 1%, 1%, -12%, -2%, -2%, 26%, -2%, 0%, -2%, -10%, 18
(34) CCOC(=O)c1cc(-c2ccccc2)sc1NC(=O)C(C)N1C(=O)NC(C)(c2ccc(Cl)cc2)C1=O (stereo not given)
→ 0%, 5%, -3%, 11%, 0%, 26µM*, -5%, 11%, -3%, 4%, -43
(35) CC(NC(=O)C12CC3CC(C1)CC(n1cncn1)(C3)C2)C12CC3CC(CC(C3)C1)C2 (stereo not given)
→ 0%, -1%, 1%, 7%, -2%, -11%, -1%, -8%, -1%, 3%, -16

Screening results: PubChem, National Center for Advancing Translational Sciences (NCATS)
